Lipid storage S3: qHTS Assay for Lipid Storage Modulators in Drosophila S3 Cells | Drosophila S3 cells, BODIPY lipid droplet fluorescence, 18-24 h; cells fed with added oleic acid | Potency in µM for hits, for the others lipid storage change, negative = inhibition, % at the top dose, mostly 46.1 µM | actives 0.64% (n = 320,000); active = well fitted inhibition curve with a large enough effect in the signal ratio, with a control signal flat, not every such curve was filed as active; inconclusive = small, poorly fitted or top-dose-only effect, or effect the other way, or a change in a side signal; the % refers to the signal ratio
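Drosophila S3 cells got compounds at several concentrations plus oleic acid (400 uM solution). Laser-scanning cytometry with 488 nm excitation read lipid droplets at 500-530 nm and cells at 575-640 nm. Percent activity was relative to 20 uM Triacsin C.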
Lipid storage S3 cell count max: further read-out of Lipid storage S3, marked with its call; cell number change, %; measured here: cell count max response;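 cells counted by Cell Tracker Red CMTPX staining in the red channel; peak over a dose series mostly up to 46.1 µM; percent activity relative to internal control wells on each plate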
Starred values were filed as active, the others as inactive; i = inactive; ? = inconclusive; / = no result given; [ ] = remark or other dose. % is scaled to controls: 0 for no effect and ±100 for the full control effect; potency is read from the fitted curve at half-maximal effect. Some of the compounds tested; rates above refer to the full screens.

SMILES	Lipid storage S3	Lipid storage S3 cell count max
O=C(Nc1ccncc1)c1ccc(-c2ccccc2)cc1	?	/
Cc1cccc(COCC(Cc2ccccc2)N2CCN(C(=O)c3ccc(C(F)(F)F)cc3)CCC2=O)c1 (configuration not stated)	4%	-3
Cc1cccc(Nc2ncnc3onc(-c4cccc(Cl)c4)c23)c1	?	/
COc1ccc(-c2cc(C(=O)N3CCN(c4ncccn4)CC3)c3ccccc3n2)c(OC)c1	-2%	/
[O-][n+]1c2c(nn1-c1ccc(Cl)c(Cl)c1)-c1nonc1CC2	?	/
Cc1nn(C)c(=O)n1-c1ccc(Oc2ccccc2)cc1	?	/
O=C(COC(=O)c1cccc(NS(=O)(=O)/C=C/c2ccccc2)c1)Nc1ccccc1OC(F)F	?	/
CCOC(=O)c1cc(-c2ccccc2)sc1NC(=O)C(C)N1C(=O)NC(C)(c2ccc(Cl)cc2)C1=O (configuration not stated)	?	/
Cc1cc(C)c2nc(N3CCCN(C(=O)c4cnccn4)CC3)c(C#N)cc2c1	?	/
CCN(CC)c1ccc2cc(C(=O)Nc3ccccn3)c(=O)oc2c1	i	/
CCc1nc(SCc2cccnc2)c(C#N)cc1C	i	/
COc1ccc(C2NC(=O)NC(C)=C2[N+](=O)[O-])cc1 (configuration not stated)	?	/
Cc1ccc(CC(=O)Nc2cc(C)ccn2)cc1	?	/
CCCn1nnc(NC(=O)c2cccc(OCC(C)C)c2)n1	?	/
NS(=O)(=O)c1ccc(CCNC(=O)c2ccc(Cl)s2)cc1	-2%	1
Cc1cc(C(F)F)n2nc(C(=O)Nc3cccc(S(=O)(=O)N4CCOCC4)c3)nc2n1	-16%	-7
Cc1c(NC(=O)Nc2ccccc2)c(=O)n(-c2ccccc2)n1C	1%	15
CC(NC(=O)CNC(=O)c1sc2ccccc2c1Cl)c1cccnc1 (configuration not stated)	?	/
Cc1nnnn1/C(=C\c1ccccc1)C(=O)OCC(=O)NC(C)(C)C	4.1µM*	-11*
CCOC(=O)N1CCN(C(=O)COc2ccc3c(c2)C(=O)CC2(CCN(C(C)=O)CC2)O3)CC1	i	/
O=C(Nc1ccsc1C(=O)O)c1cccc(C(F)(F)F)c1	14%	/
Cc1ccc(C(=O)Nc2ccc(C(=O)N/N=C/c3ccncc3)cc2)cc1	?	/
CCn1c2ccccc2c2cc(NC(=O)CSc3nnc(-c4cccc(F)c4)o3)ccc21	?	/
CCOc1ccccc1/C=N/NC(=O)c1nnn(-c2nonc2N)c1CN1CCCC1	21µM*	16*
COc1cc(/C=C2\CCCc3c2nc2ccccc2c3C(=O)O)cc(Cl)c1O	i	/

Continuation.
SMILES	Lipid storage S3	Lipid storage S3 cell count max
COc1ccccc1CCC(=O)N1CCC(n2nccc2NC(=O)CC(C)C)CC1	-24%	-3
NC(=O)CSc1nc2cc([N+](=O)[O-])ccc2n1-c1cccc(C(F)(F)F)c1	5%	-5
CCOC(=O)N1CCN(C(=O)c2cc3cc(C)ccc3[nH]2)CC1	?	/
COc1ccc(-c2nc(C)ncc2-c2ccc(Cl)cc2)c(O)c1	6%	-7
CN(CC(=O)Nc1cccc(F)c1)C(=O)/C=C/c1cc(Br)ccc1OC(F)F	?	/
O=C(Oc1cccc(Br)c1)c1cccnc1	?	/
O=C(c1ccc2c(=O)n3c(nc2c1)CCCCC3)N1CCN(c2ccc(F)cc2)CC1	4%	2
CCOC(=O)NC(=O)COC(=O)c1ccc(Sc2ncn[nH]2)c([N+](=O)[O-])c1	?	/
O=c1c(F)cn(C2CCCO2)c(=O)n1Cc1c(F)cccc1Cl (configuration not stated)	i	/
Cc1cccc(-n2ccnc2SCC(=O)Nc2nccs2)c1	?	/
CCOC(=O)C1=C(O)/C(=C/c2ccc(OCC(=O)O)c(OCC)c2)SC1=Nc1ccc(C)cc1	?	/
C/C(=N\NC(=O)c1ccn[nH]1)c1cn(C)nc1C	-8%	-6
CCc1nnc(NC(=O)CCC(=O)NCc2ccc(OC)cc2)s1	-19%	12
Cc1ccc(C(=O)Nc2ccc(S(=O)(=O)N3CCCC3)cc2)o1	?	/
CC1CCCCC12NC(=O)N(CC(=O)OCC(=O)NCc1ccc(F)cc1)C2=O (configuration not stated)	?	/
N#Cc1c(Cl)cccc1N1CCCC1	7%	/
CSc1ccc(CN(C)C(=O)C(Cc2ccccc2)NC(=O)c2ccccc2)cc1 (configuration not stated)	i	20
COc1ccc(-c2noc(CCC(=O)NC3CCN(Cc4ccccc4)CC3)n2)cc1	?	/
COc1ccc(OC)c(S(=O)(=O)N/N=C(/C)c2c[nH]c3ccccc23)c1	?	/
COc1ccc(NS(=O)(=O)c2ccc(C)c(C(=O)N3CCCCCCC3)c2)cc1	?	/
CCOc1ccc(C(=O)NC(C)(C)CC)cc1	?	/
COc1ccc(C(CNC(=O)Nc2cccc(C)c2)N2CCN(C)CC2)cc1 (configuration not stated)	i	/
COC(=O)c1ccc2nc(NC(=O)CN3C(=O)CCC3=O)sc2c1	?	/
Cc1c(C(=O)CN2CCSCC2)c2ccccc2n1C	-8%	-17
Cn1nc(C(=O)Nc2ccc(S(=O)(=O)Nc3ncccn3)cc2)ccc1=O	?	/

Looked up by structure from the list above, seven records:
SMILES	Lipid storage S3	Lipid storage S3 cell count max
COc1ccc(-c2nc(C)ncc2-c2ccc(Cl)cc2)c(O)c1	6%	-7
CC1CCCCC12NC(=O)N(CC(=O)OCC(=O)NCc1ccc(F)cc1)C2=O (configuration not stated)	?	/
CN(CC(=O)Nc1cccc(F)c1)C(=O)/C=C/c1cc(Br)ccc1OC(F)F	?	/
O=C(c1ccc2c(=O)n3c(nc2c1)CCCCC3)N1CCN(c2ccc(F)cc2)CC1	4%	2
NC(=O)CSc1nc2cc([N+](=O)[O-])ccc2n1-c1cccc(C(F)(F)F)c1	5%	-5
CCOc1ccc(C(=O)NC(C)(C)CC)cc1	?	/
COC(=O)c1ccc2nc(NC(=O)CN3C(=O)CCC3=O)sc2c1	?	/

(more compounds)
SMILES	Lipid storage S3	Lipid storage S3 cell count max
C[C@H](NC(=O)[C@@H]1Cc2ccccc2CN1C(=O)OC(C)(C)C)C(=O)NCC1CCCO1 (some centres not stated)	i	/
Cc1ccc(/C=N/NC(=O)c2cc3c(s2)CCCC3)o1	?	/
CC(=O)Nc1ccc(S(=O)(=O)N2CCN(C(=O)c3ncoc3-c3cccc(F)c3)CC2)cc1	?	/
CN(C)C(=O)CN1CCN(c2nc3nonc3nc2N2CCCCC2)CC1	?	/
Cc1cccc(CNc2ccc(C(CC(N)=O)NC(=O)c3cccc(Br)c3)cc2[N+](=O)[O-])c1 (configuration not stated)	-9%	-6
Cc1cc(/C=N\NC(=O)CC(=O)NC2CCCCC2)c(C)n1-c1ccc(Cl)c(Cl)c1	?	/
CC1CN(C(=O)c2cc3c(=O)n4ccccc4nc3s2)CC(C)O1 (configuration not stated)	?	/
O=C(NC1CCCC1)C(c1ccncc1)N(Cc1ccccc1F)C(=O)c1csnn1 (configuration not stated)	i	1
Cc1oc(C(C)(C)C)cc1C(=O)NCC(=O)NCC(=O)O	?	/
O=C(c1nnc(-c2ccc(Cl)cc2)o1)C1CCCC1	?	/
CCOC(=O)C(C(=O)Nc1cccc(C)n1)C1CCCCC1 (configuration not stated)	-2%[9.22 µM]	15
CC(C)CC(NC(=O)C(Cc1ccc(OCc2ccccc2)cc1)NC(=O)OC(C)(C)C)C(N)=O (configuration not stated)	?	/
CN(C)c1ccc(/C=N/NC(=O)c2ccc(Cl)cc2)cc1	10%	-3
CC(C)(C)c1ccc(C(=O)CC(Sc2ccc(Cl)cc2)C(=O)O)cc1 (configuration not stated)	?	/
O=C(COC(=O)[C@@H]1CCCN1S(=O)(=O)c1ccc(Cl)cc1)NC12CC3CC(CC(C3)C1)C2	-5%	-6
Cc1sc2nc(CN3CCCC3)nc(N3CCN(S(=O)(=O)c4cccc(F)c4)CC3)c2c1C	?	/
Cc1ccc(C2(C)NC(=O)N(CC(=O)Nc3cccnc3Cl)C2=O)cc1 (configuration not stated)	?	/
CCOC(=O)CN(Cc1ccc(OC)c(OC)c1)S(=O)(=O)c1ccc(OC)cc1	?	/
Cc1cc(CN(C)C(=O)CC2C(=O)NCCN2Cc2c(F)cccc2Cl)n[nH]1 (configuration not stated)	-3%	-2
O=C(Nc1ccccc1)c1cccc(S(=O)(=O)Nc2ccccn2)c1	20%	22
O=C1[C@H]2[C@@H](c3ccc(F)cc3)N3C(=O)N(c4ccccc4)C(=O)[C@@]3(Cc3ccccc3)[C@H]2C(=O)N1C1CCCCC1	10%	22
CCC(NC(=O)CCC(=O)N1CCN(S(=O)(=O)c2ccc(C)cc2)CC1)c1ccc(C)cc1 (configuration not stated)	?	/
c1ccc(CSc2nnc(Cc3ccccc3)o2)cc1	?	/
CC1(C)CC(=O)C=C(Nc2ccccn2)C1	31%	0
COc1ccc(-c2ccc(C#N)c(SCC(=O)NC3CC3)n2)cc1OC	?	/

3 consecutive records already listed, quoted:
SMILES	Lipid storage S3	Lipid storage S3 cell count max
C[C@H](NC(=O)[C@@H]1Cc2ccccc2CN1C(=O)OC(C)(C)C)C(=O)NCC1CCCO1 (some centres not stated)	i	/
Cc1ccc(/C=N/NC(=O)c2cc3c(s2)CCCC3)o1	?	/
CC(=O)Nc1ccc(S(=O)(=O)N2CCN(C(=O)c3ncoc3-c3cccc(F)c3)CC2)cc1	?	/

Next compounds follow:
SMILES	Lipid storage S3	Lipid storage S3 cell count max
NS(=O)(=O)c1ccc(CNC(=O)CNC(=O)Cc2ccccc2)cc1	i	5
CCOC(=O)C(=O)N1CCN(c2ccccc2OC)CC1	1%	1
CN(C)c1ccc(CNc2ncc(Br)cc2Br)cc1	?	/
O=C(CCC1CCCC1)N1CCN(C(=O)COc2ccccc2)CC1	29%	5
Oc1c(Br)cc(Br)cc1C=Nc1ccc2c(c1)OCCO2	0%	-19
CC1(C)Cc2ccccc2-c2nnc(SCC(=O)Nc3nc4ccccc4s3)n21	5%	0
Cc1ccc(NC(=O)c2cnn(-c3ccccc3)c2C)c(C)c1	?	/
CCOC(=O)c1cc(NC(=O)Cc2ccc(S(=O)(=O)N3CCOCC3)s2)cc(C(=O)OCC)c1	1.2µM*	-15*
Cc1nc2sc3c(c2c(=O)[nH]1)CCCCC3	-17%	/
COc1ccc(OCC(=O)N/N=C(\C)c2ccc(-n3ccnc3)cc2)cc1	?	/
NC(=O)SCC(=O)Nc1ccc(Cl)cc1	-10%	10
c1ccc(-c2ncnc3nc4n(c23)CCC4)cc1	13%	/
Oc1cc(Cc2ccccc2)cnc1CN1CCCCC1	i	4
Cc1nccn1-c1ccc(C(F)(F)F)cc1[N+](=O)[O-]	?	/
O=C(NN=C1CCCC1)c1n[nH]c2c1CCC2	8%	23
Cc1cccc(NC(=O)N2CCC(NC(=O)c3ccccc3C)CC2)c1	-5%	10
CC(=O)N1CCOc2cc(S(=O)(=O)Nc3cccc(C(F)(F)F)c3)c(Cl)cc21	?	/
CN(C)S(=O)(=O)c1ccc(N2CCCC2)c(C(=O)Nc2ccc(F)cc2F)c1	?	/
COc1ccc(C(=O)C2CCCN(C(=O)c3ccoc3C)C2)cc1F (configuration not stated)	1%	6
O=C(CNCc1ccc(Cl)cc1)Nc1cccc(C(=O)O)c1	4%	-3
Cc1cc(C)nc(SCc2cc(=O)c(OC(=O)c3ccco3)co2)n1	0%	-14
Cc1cc(=S)[nH]c2ccccc12	-6%	-15
CCOc1ccc(S(=O)(=O)NCc2ccc3c(c2)OCO3)cc1C(=O)O	?	/
CC(=O)Nc1sc(N/N=C\c2cccc(Cl)c2)nc1-c1cccs1	1%	6
CCOC(=O)c1cc(-c2ccccc2)sc1NC(=O)C(C)OC(=O)c1cccnc1Cl (configuration not stated)	?	/

Further structures follow:
SMILES	Lipid storage S3	Lipid storage S3 cell count max
Cc1ccc(NCc2nnc(SCC(=O)O)n2Cc2ccccc2)cc1Cl	-5%	3
COc1ccc(CS(=O)(=O)c2nc(C)cc(C)c2S(C)(=O)=O)cc1	?	/
COc1ccc(Nc2nc(-c3ccc(OC)cc3)c(CCC(=O)O)s2)cc1	?	/
O=C(COC(=O)c1cccc(Cl)c1)Nc1ccc2[nH]c(=O)[nH]c2c1	?	/
CCOc1ccccc1NC(=O)c1ccc(NC(=O)c2ccco2)cc1	-2%	-7
COc1ccc(NC(=O)c2c(OC)cccc2OC)c(OC)c1	?	/
CCOc1ccc(C2C(C(=O)c3cccs3)=C(O)C(=O)N2CCN2CCOCC2)cc1 (configuration not stated)	-1%	8
Oc1ccc(C2C[C@H]3CC[C@@H]2C3)cc1O (some centres not stated)	?	/
COc1ccc(/C=C2\SC(=O)N(CC(=O)NNC(=O)c3ccccc3O)C2=O)cc1OC	?	/
O=C1COc2ccc(C(=O)CSc3nnc(-c4cccs4)n3Cc3ccccc3)cc2N1	11%	-24
O=C(O)C(CCCCN1C(=O)C2C3C=CC(C3)C2C1=O)N1C(=O)C2C3C=CC(C3)C2C1=O (configuration not stated)	?	/
O=C(c1ccccc1)c1c[nH]c(C(=O)NNc2ccccc2)c1	-5%	-7
Cc1ccc(CN(Cc2cccnc2)C(=S)Nc2cc(Cl)ccc2C)cc1	?	/
C(=C\c1nc(-c2ccccc2)no1)/c1ccccc1	8%	-5
CCOC(=O)c1ccc(NC(=O)CN2C(=O)CSC(C)C2=O)cc1 (configuration not stated)	?	/
COCCCNc1ncnc2c1sc1nc(-c3ccco3)c3c(c12)CC(C)(C)OC3	-3%	12
O=C(C[n+]1cc(-c2ccccc2)n2c1CCC2)N1c2ccccc2Sc2ccccc21	26%	1

Assay outcomes deposited in PubChem by National Center for Advancing Translational Sciences (NCATS).
